Assay outcomes deposited in PubChem by several laboratories.
BH1578 lux ind: induces V. cholerae light production without autoinducers. activation, % at 18.7 µM. V. cholerae BH1578 lux reporter, luminescence, 6 h. 350,000 compounds, 0.16% hits. AID 588436; in the data active = activation mostly above about 9.7%, no sharp cut-off; inconclusive = no clear call, values can overlap the other calls; inactive = mostly below about 3.7%; note: not every result past the cut was called active; inactives centre near 0; reference of the scale not given here
GDH-TPI inh: counter-screen for M. tuberculosis FBA inhibitors: GDH-TPI coupled enzymes; GDH-TPI coupled enzyme counterscreen, NADH absorbance; inhibition, % at 4.8 µM; 360,000 compounds, 1.2% hits; AID 588335; in the data active = inhibition above about 30%;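 note: 0% = DMSO wells and 100% = wells lacking the enzyme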
Mtb FBA inh: Mtb fructose-bisphosphate aldolase inhibition; P9WQA3; purified M. tuberculosis FBA, fluorescence read-out; inhibition, % at 1 µM; 360,000 compounds, 2.3% hits; AID 588726; in the data active = inhibition above about 27%;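 note: 0% = vehicle and 100% = reference inhibitor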
Target sequence (P9WQA3 whole entry, looked up): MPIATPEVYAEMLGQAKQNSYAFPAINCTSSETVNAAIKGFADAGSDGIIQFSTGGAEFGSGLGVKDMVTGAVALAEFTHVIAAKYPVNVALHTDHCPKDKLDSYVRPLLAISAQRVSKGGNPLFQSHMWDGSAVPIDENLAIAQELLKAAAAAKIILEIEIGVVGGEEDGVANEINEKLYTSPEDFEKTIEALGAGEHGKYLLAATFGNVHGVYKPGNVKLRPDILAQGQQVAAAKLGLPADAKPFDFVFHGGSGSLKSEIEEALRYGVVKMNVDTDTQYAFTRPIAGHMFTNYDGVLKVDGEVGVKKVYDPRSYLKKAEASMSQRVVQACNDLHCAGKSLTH
BioA inh: inhibitors of Mycobacterium tuberculosis BioA enzyme | AID 602481 | inhibition, % at 9.99 µM | 360,000 compounds, 0.096% hits | purified M. tuberculosis BioA enzyme, plate reader; in the data active = inhibition above about 40%; inconclusive = no clear call, values can overlap the other calls
FadD28 binding: blocks FadD28 binding to the bisubstrate probe. fluorescence polarization. inhibition, % at 12.5 µM. 360,000 compounds, 0.22% hits. AID 588549; in the data active = inhibition above about 8.5%, passing the limit was not always enough; inconclusive = no clear call, values can overlap the other calls
Yp Topo-I inh: Y. pestis Topo-I inhibition via cleavage products; Y. pestis Topo-I cleavage product accumulation, plate reader; activity, % at 10 µM; 360,000 compounds, 0.064% hits; AID 504884; in the data active = activity above about 50%, passing the limit was not always enough; inconclusive = no clear call, values can overlap the other calls; note: inactives centre near 2
TcdB GH inh: TcdB glycohydrolase inhibition; TcdB glycohydrolase enzymatic assay, plate reader; inhibition, % at 9.99 µM; 350,000 compounds, 0.24% hits; AID 652162; in the data active = inhibition above about 10%
PfHsp40 yeast: restores yeast growth despite PfHsp40 toxicity | S. cerevisiae expressing PfHsp40, growth rescue, ATP luminescence | growth rescue, % at 12.5 µM | 340,000 compounds, 0.68% hits | AID 504582; in the data active = growth rescue above about 28%, passing the limit was not always enough; inconclusive = no clear call, values can overlap the other calls;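 note: yeast W303a lacking pdr1 and pdr3 grown in galactose medium; growth measured after three days at 30 °C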
Mtb UGM inh: blocks M. tuberculosis UGM enzyme. P9WIQ1. purified UGM, fluorescence polarization probe displacement. inhibition, % at 10 µM. 320,000 compounds, 0.06% hits; in the data active = inhibition above about 10%, passing the limit was not always enough; inconclusive = no clear call, values can overlap the other calls
Target sequence (P9WIQ1 whole entry, looked up): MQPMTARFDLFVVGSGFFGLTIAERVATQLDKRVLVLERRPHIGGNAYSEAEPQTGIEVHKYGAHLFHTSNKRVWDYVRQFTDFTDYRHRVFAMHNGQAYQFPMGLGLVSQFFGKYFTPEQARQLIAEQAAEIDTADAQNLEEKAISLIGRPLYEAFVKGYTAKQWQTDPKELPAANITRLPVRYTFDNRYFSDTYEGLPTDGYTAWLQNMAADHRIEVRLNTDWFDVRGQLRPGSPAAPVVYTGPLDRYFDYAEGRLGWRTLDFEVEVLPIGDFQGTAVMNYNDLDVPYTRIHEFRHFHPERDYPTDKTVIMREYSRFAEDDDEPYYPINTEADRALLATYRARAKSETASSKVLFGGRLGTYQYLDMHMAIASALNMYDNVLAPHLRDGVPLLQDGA
An asterisk follows results filed as active; i = inactive; ? = inconclusive; · = not tested or not shown; & = joins results of further samples. Not a hit list; 4.6% or so of the library scored in one or more.

SMILES	BH1578 lux ind	GDH-TPI inh	Mtb FBA inh	BioA inh	FadD28 binding	Yp Topo-I inh	TcdB GH inh	PfHsp40 yeast	Mtb UGM inh
Cc1cccc(N2CCN(C(=O)NC(C)c3ccc(F)c(F)c3)CC2)c1C (stereo not drawn)	i	11	-3	-1.1	-4.3	18	-0.4	6.0	0.8
CCN(C(=O)CSc1nnc(-c2ccc(OC)cc2)n1N)c1c(N)n(Cc2ccccc2)c(=O)[nH]c1=O	0.9	5	0	0.4	-1.2	0	-1.7	-0.7	·
Cc1cc2c(cc1S(=O)(=O)N1CCCCC1)OCC(=O)N2	-0.5	-3	1	-0.9	-1.1	3	0.1	-0.4	-3.1
C/C(CC(=O)Nc1ccc(N(C)C)cc1)=N\NC(=O)C(=O)NCc1ccccc1	0.5	4	5	-0.1	1.6	2	-5.0	-0.2	-1.8
COC1CCC2(C)C(=CCC3C4CC(O)CC4(C)CCC32)C1 (stereo not drawn)	-3.2	2	-2	12	-3.2	11	0.8	4.2	·
O=C(CCSc1ccc(Cl)cc1)NC1CCCCC1	-0.3	7	1	·	1.7	20	·	-0.3	-2.3
OCC1(Cc2ccccc2C(F)(F)F)CCN(Cc2ccncc2)CC1	i	4	8	1.2	-1.8	-1	0.4	0.2	·
COc1cc(CN2CCNC(=O)C2CC(=O)NC2CCCC2)cc(OC)c1 (stereo not drawn)	0.5	0	1	-0.5	-4.3	-1	0.8	0.9	-1.8
CN1C(=O)SC(Nc2ccccc2C(=O)O)C1=O (stereo not drawn)	-0.2	14	-2	·	0.0	-3	·	-1.2	4.2
COc1cc(C(=O)Nc2nnc(SCC(=O)NCC3CCCO3)s2)cc(OC)c1OC (stereo not drawn)	i	30	-4	-0.9	-3.4	4	-0.4	0.1	1.5
Cc1ccc2oc(=O)n(CCCOc3ccccc3)c2c1	i	-1	-3	-2.3	-1.5	-2	·	-1.9	1.2
COc1ccc(C(=O)COC(=O)c2cc(C)no2)c(OC)c1	i	8	4	3.7	0.1	2	1.0	0.3	2.1
CCOc1ccccc1CSc1nc2ccccc2[nH]1	i	7	6	·	1.4	-11	·	2.1	2.3
c1ccc2nc(-c3nccs3)ccc2c1	-0.4	4	7	·	-1.9	2	0.9	-0.7	-2.9
Cc1cccc(Cn2c(N3CCN(C)CC3)nc3c2c(=O)[nH]c(=O)n3C)c1	0.7	2	2	-0.8	-2.4	-1	1.2	0.5	-0.9
CCOC(=O)C1CCN(C(=O)C(=O)c2cn(CC(=O)N3CCCCCC3)c3ccccc23)CC1	i	11	0	-3.2	-1.3	19	0.5	-1.2	-0.8
CC(=O)N1CCN(Cc2nc3scc(-c4ccccc4)c3c(=O)[nH]2)CC1	i	-7	5	·	-3.6	-10	-0.5	-0.8	2.7
COc1ccc(CSc2nnc(C)n2N)cc1	-1.0	3	2	-0.7	-2.8	0	·	-2.3	-1.0
c1ccc(CSc2ncnc3c2cnn3Cc2ccccc2)cc1	·	-4	4	-4.0	1.8	-4	·	-0.7	-2.3
CCOC(=O)N1CCN(S(=O)(=O)N2CCCC(C(=O)NCCc3ccc(OCC)c(OCC)c3)C2)CC1 (stereo not drawn)	-1.6	7	-5	·	-0.2	9	-1.8	0.6	2.2
COCCN(C(=O)COC(=O)CCC1CCCC1)c1c(N)n(Cc2ccccc2)c(=O)[nH]c1=O	i	4	1	·	-0.3	23	0.0	0.4	-1.0
O=C1CCCC/C1=C\Nc1ccc(S(=O)(=O)Nc2cnc3ccccc3n2)cc1	-0.6	38*	4	-4.8	2.1	-6	-0.1	0.4	1.2
C[C@H]1CN([C@@H](C)CO)C(=O)c2cc(Br)cnc2O[C@@H]1CN(C)C(=O)Nc1ccc(C(F)(F)F)cc1	-0.4	-6	0	0.4&4.6	-0.6	6	2.0&2.5	·	·
COCC(C)NC(=O)c1ccc(N(C)C)cc1 (stereo not drawn)	-7.1	6	-1	-0.7	-2.6	6	·	-0.4	-1.1
CN1C(=O)c2ccccc2OC1(C)Cc1ccccc1 (stereo not drawn)	-0.4	-3	-3	·	-0.9	4	1.1	0.1	3.2
Next compounds
SMILES	BH1578 lux ind	GDH-TPI inh	Mtb FBA inh	BioA inh	FadD28 binding	Yp Topo-I inh	TcdB GH inh	PfHsp40 yeast	Mtb UGM inh
Cc1ccc(C)c(S(=O)(=O)NC(C)C(=O)NCc2ccccn2)c1 (stereo not drawn)	-0.3	-2	1	-0.5	0.8	0	1.5	-0.2	1.1
CN(C)S(=O)(=O)Oc1ccsc1C(=O)Nc1ccc(Cl)c(Cl)c1	-0.3	-1	10	·	-7.2	-5	·	12	1.5
CC(C)(C)c1cc(CCC(=O)Nc2ccncc2)cc(C(C)(C)C)c1O	1.5	-2	0	1.2	-4.1	7	0.5	0.8	1.2
Cc1ccc(CN(C(=O)c2c(F)cccc2F)C2CC(C)(C)NC(C)(C)C2)o1	i	-10	2	-0.9	-0.4	4	·	-0.3	0.7
Cc1ccc2cccc(OC(=O)/C=C\c3ccccc3)c2n1	i	0	2	·	-3.6	5	-2.9	?	2.4
COCCNC(=O)c1ccc2c(=O)n(Cc3ccco3)c(SCC(=O)NC3CCCC3)nc2c1	3.8	-1	2	-1.5	-1.8	3	·	1.1	4.4
Cc1ccc(S(N)(=O)=O)cc1NC(=O)C(c1ccccc1)c1ccccc1	i	11	0	-3.0	0.2	-5	1.4	0.8	3.1
O=C(c1cc2c(s1)CCCC2)N1CCC2(CC1)OCCO2	i	0	0	-1.4	-3.8	-5	·	-0.9	-1.5
Cc1cc(C)n(C(=O)CCCCCC(=O)n2nc(C)cc2C)n1	i	-1	-3	-0.6	-0.3	1	·	-2.2	0.5
Cc1c(C(=O)NN2CCN(C)CC2)cccc1[N+](=O)[O-]	6.7	-11	0	-0.4	-5.0	4	·	-1.0	0.6
Cc1cc(=O)[nH]c2c3ccccc3nn12	0.9	-3	2	·	-3.3	2	1.2	1.6	1.8
Cc1ccc(/C=N\Nc2cn[nH]c(=O)c2Cl)cc1	-0.3	48*	-2	0.3	-2.4	15	·	-0.2	0.7
CN(C)C(=O)Oc1ccc2c(=O)c(Oc3ccccc3Br)coc2c1	i	1	1	-1.8	·	15	1.5	-0.1	-1.2
Cc1ccc(OCCNC(=O)c2ccc(C)cc2)cc1	i	6	2	-2.2	0.3	-3	-2.2	2.4	1.7
Cc1nnc(SCC(=O)N(C)c2ccccc2)n1Cc1ccccc1	-1.0	1	2	·	0.5	14	-0.2	-0.5	-1.7
Cc1ccc(S(=O)(=O)Cc2ccc(C(=O)N3CCN(c4cccc(C)c4C)CC3)o2)cc1	i	3	-1	-1.0	0.0	40	1.6	41*	-0.8
O=C(NCc1ccccc1)C(c1cccnc1)N(Cc1ccco1)C(=O)c1ccccn1 (stereo not drawn)	i	-3	0	-0.2	-0.7	1	·	-1.5	-0.3
Cc1cc(NC(=O)c2ccc3sc([C@@H]4O[C@H](CO)[C@H](O)[C@H](O)[C@H]4O)nc3c2)n(C)n1	i	7	-1	-0.9	-1.1	1	0.8	·	·
CCNC(=O)[C@H]1O[C@@H](n2cnc3c(N)ncnc32)[C@H](O)[C@@H]1O	4.2	0	-3	0.2	-1.7	-1	1.0	-0.6	1.4
CC(C)(C)c1ccccc1NC(=S)NC1CCCCC1	3.0	4	2	0.3	-1.2	1	0.7	3.0	-1.4
CCCn1c(SCC(=O)NCc2ccccc2)nnc1-c1ccncc1	i	0	0	-0.1	-0.4	4	·	-1.4	0.1
CN(CC(=O)Nc1ccc(Cl)cc1)C(=O)Cc1c(F)cccc1Cl	-3.1	5	-1	2.9	-3.7	-1	0.7	-0.1	-0.3
CCCC[C@@H]1CNC(=S)N1CCc1cccc(F)c1	i	11	0	1.4	-2.4	17	1.1	-1.0	2.4
COc1cc(/C=N/Nc2nc3ccccc3[nH]2)ccc1O	0.2	50*	3	2.1	2.0	-17	20*	0.4	-3.6
O=C(COc1ccc2ccccc2c1)Nc1ccc(Cc2ccncc2)cc1	i	7	-1	0.1	-1.2	6	0.6	1.0	-1.0
Further entries:
SMILES	BH1578 lux ind	GDH-TPI inh	Mtb FBA inh	BioA inh	FadD28 binding	Yp Topo-I inh	TcdB GH inh	PfHsp40 yeast	Mtb UGM inh
O=C(NCc1cccnc1)C1CCN(S(=O)(=O)c2cc(Cl)ccc2Cl)CC1	0.9	3	0	0.0	-4.7	3	0.4	-0.2	-1.2
Cc1cc(=O)oc2cc(OCC(=O)N3C[C@H]4C[C@@H](C3)c3cccc(=O)n3C4)ccc12	-0.4	-6	6	0.1	-3.2	1	4.4	-2.2	-4.2
COc1ccc(CN2CCN(c3nc4ccccc4s3)CC2)cc1	i	6	0	-1.7	·	12	-0.3	-0.9	·
COc1ccc(CCNC2CC(=O)N(CCc3ccccc3)C2=O)cc1OC (stereo not drawn)	i	3	1	1.1	-1.9	0	·	-1.6	0.5
CC(C1CC1)N(Cc1ccccc1)C(=S)Nc1cccc(C(F)(F)F)c1 (stereo not drawn)	-0.3	7	1	-0.6	2.9	-5	-0.7	1.0	-1.5
O=C(Cc1cccs1)NCCN1CCOCC1	-0.3	5	0	·	-3.3	0	1.0	0.7	2.8
Cc1[nH]c2ccccc2c1Cc1n[nH]c(=S)n1C	-2.0	3	4	0.9	-3.1	-7	·	-1.7	1.1
COC(=O)c1ccccc1NC(=O)CSc1ncn[nH]1	-0.4	3	3	·	-1.5	6	3.6	0.5	1.7
COc1cccc(CNC(C)C(=O)Nc2ccc(S(=O)(=O)N3CCCC3)cc2)c1 (stereo not drawn)	i	-5	0	-0.4	-1.4	10	-0.5	-1.0	-1.2
CC1=NOC(=O)/C1=C/c1ccc(O)c(Br)c1	i	20	0	-1.7	-2.5	1	1.0	0.9	-0.1
CC(C)NC(=O)N1c2ccccc2Sc2ccccc21	-0.3	2	-2	0.8	-0.3	5	1.0	-0.1	-1.4
Cc1scc(C(=O)NNC(=O)CCC(=O)O)c1C	i	-4	-2	2.0	-3.7	2	·	-1.3	1.0
COc1ccc(-c2ccc3c(c2)C2CC3CCN2C(=O)OCc2ccccc2)cc1 (stereo not drawn)	i	5	2	-0.9	0.0	34	1.8	0.9	·
CC(=O)Nc1cccc(-n2c(=O)n(Cc3ccccc3)c(=O)c3[nH]cnc32)c1	-1.4	15	1	0.3	0.0	4	1.7	0.4	0.1
Cc1cccc(C)c1NC(=O)C1=C(O)c2sccc2N(C)S1(=O)=O	i	22	-5	·	-2.4	4	-0.5	-1.0	0.6
Cc1ccc(C(=O)Nc2cccc(O)c2)cc1S(=O)(=O)N1CCCCCC1	-0.5	4	1	2.7	-3.4	3	0.0	0.5	2.1
CCCC1C(C#N)=C(N)Oc2n[nH]c(C(C)(C)C)c21 (stereo not drawn)	-2.2	8	4	-1.2	0.2	-4	·	-0.3	2.8
O=C(NCC(=O)N1CCCCCCC1)c1ccco1	-2.6	4	0	-0.9	0.2	-1	1.7	-0.8	4.7
CCOC(=O)c1ccc(N=c2sc(C(=O)OC)cc(=O)n2-c2ccc(C(=O)OCC)cc2)cc1	i	17	2	-0.8	-0.2	3	0.6	-1.3	-0.6
COc1ccc(CN2CCC(N(CCc3ccccc3)Cc3ccccc3)CC2)c(OC)c1	i	-2	-1	0.1	-5.5	13	4.0	4.7	-0.8
COC(=O)c1ccc(C(=O)OC)c(NC(=S)N2CCCC(C)C2)c1 (stereo not drawn)	-2.0	4	16	·	2.2	5	·	-0.5	-0.1
COc1ccc(-c2nnc(SCC(=O)N3CCc4ccccc4C3)o2)cc1	i	8	-3	1.5	-3.5	19	·	0.0	0.9

A different layout for some results above.
compound | BH1578 lux ind | GDH-TPI inh | Mtb FBA inh | BioA inh | FadD28 binding | Yp Topo-I inh | TcdB GH inh | PfHsp40 yeast | Mtb UGM inh
O=C(Cc1cccs1)NCCN1CCOCC1 | -0.3 | 5 | 0 | · | -3.3 | 0 | 1.0 | 0.7 | 2.8
COc1ccc(-c2ccc3c(c2)C2CC3CCN2C(=O)OCc2ccccc2)cc1 (stereo not drawn) | i | 5 | 2 | -0.9 | 0.0 | 34 | 1.8 | 0.9 | ·
Cc1cc(=O)oc2cc(OCC(=O)N3C[C@H]4C[C@@H](C3)c3cccc(=O)n3C4)ccc12 | -0.4 | -6 | 6 | 0.1 | -3.2 | 1 | 4.4 | -2.2 | -4.2
